Screening results deposited in PubChem by National Center for Advancing Translational Sciences (NCATS).
HBB splice mod: modulators of hemoglobin beta chain splicing. HBB splicing reporter cell assay, activation; EGFP reporter with mutant IVS2-654 intron; response scale: normalised to 500 nM splice-correcting PNA. Potency, µM (top dose mostly 46.1 µM), without a hit: top-dose activation, actives largely listed as activators. 0.06% of 65,000 active; further: potency means the concentration at half of the fitted maximal effect; 0% is about no effect
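Compounds were applied for 2 days to HeLa EGFP-654 cells, 500/well in Optimem with 2% FCS. The reporter's EGFP is disrupted by mis-splicing of beta-globin intron IVS2-654. Readout: summed well GFP fluorescence from 488 nm laser scanning; reference was 500 nM antisense […] 654 PNA.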
FLuc inh: firefly luciferase inhibition. Potency, µM (doses to about 57.1 µM), without a hit: at the top dose activity change, negative = inhibition, actives largely listed as inhibitors. purified firefly luciferase, luminescence, 8 min. 2.2% of 72,000 active. P08659; further: potency means the concentration at half of the fitted maximal effect; on the % scale 0 is the no-effect control and ±100 the full control effect; nearly all actives have a fitted effect of over 40% in size
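Inhibition of light generation by firefly luciferase from ATP and luciferin was profiled with concentration-response curves per sample, ATP held at 10 uM within the enzyme's linear range. Plates were read by luminescence after an 8-minute ambient incubation.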
Tau fil binding: binds recombinant human tau filaments. 2% of 71,000 active. AID 596. Potency, µM (top dose mostly 57.1 µM), without a hit: top-dose activity change, negative = inhibition. recombinant tau filaments, thioflavin S fluorescence, 15 h; filaments grown with octadecylsulfate alongside compound;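 further: potency means the concentration at half of the fitted maximal effect; on the % scale 0 is the no-effect control and ±100 the full control effect; actives lower thioflavin S fluorescence by blocking filaments or displacing dye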
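His-tagged recombinant human tau (exons 2, 3, 10; 1 uM final) fibrillized with 30 uM sodium octadecylsulfate, 15 h at 37 C, in pH 7.4 HEPES buffer with 10 uM thioflavine S and 5 mM DTT. Reduced ThS fluorescence (450/510 nm) marks activity.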
DNA Pol III inh: blocks replication by bacterial DNA polymerase III holoenzyme | Potency, µM (series often up to 57.1 µM), for inactives: at the top dose activity change, negative = inhibition | AID 603 | reconstituted DNA polymerase III holoenzyme replication, biochemical | 0.25% of 71,000 active; further: potency means the concentration at half of the fitted maximal effect; on the % scale 0 is the no-effect control and ±100 the full control effect
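Reconstituted *E. coli* holoenzyme (0.35 nM Pol III, 1 nM beta, 154 nM SSB, 2 nM primase) was preincubated with compound for 15 min at RT. Synthesis on 1.4 nM ssM13Gori ran 35 min, then was stopped with PicoGreen/EDTA and read as dsDNA fluorescence.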
ERK AVP block: blocks ERK signaling stimulated by vasopressin. HEK293-V1b, vasopressin-stimulated pERK AlphaScreen. Potency, µM (doses to about 57.5 µM), for the others: at the highest dose activity, negative = inhibition, most hits filed as inhibitors. 0.99% of 72,000 active; further: potency means the concentration at half of the fitted maximal effect; on the % scale 0 is the no-effect control and ±100 the full control effect; nearly all actives have a fitted effect of over 55% in size
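qHTS, compounds titrated on V1b-expressing HEK293 cells. Preincubation 30 min at 37C, vasopressin 25 nM for 5 min, lysis 10 min, bead incubation 5 hr at room temperature.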
GFP derepression: epigenetic modulators derepressing GFP locus in mouse cells. mouse C127i GFP locus derepression, cytometry, 30 h. Potency, µM (series often up to 46.1 µM), without a hit: at the highest dose GFP derepression (activation). 0.09% of 68,000 active. AID 597; further: % of control where 0% means no effect
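Murine C127i mammary cells carrying a silenced, stably integrated CMV-driven GFP reporter were treated with compound for 30 hours at 37 C. After PBS washes, GFP-positive cells were counted by laser-scanning microplate cytometry.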
CRE Fsk mod: CRE-bla signaling modulation under forskolin stimulation; CHO CRE-bla reporter (cAMP response element driving beta-lactamase), forskolin EC10, beta-lactamase ratio; Potency, µM (doses to about 38.2 µM), without a hit: top-dose activity change, negative = inhibition, hits mostly activators; 2.5% of 71,000 active; active means well fitted activation curve with a large enough effect in the signal ratio, with a control signal flat, not every such curve was filed as active; inconclusive means small, poorly fitted or top-dose-only effect, or effect the other way, or a change in a side signal; the % refers to the signal ratio; further: potency means the concentration at half of the fitted maximal effect; % of control where 0% means no effect
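CRE-bla CHO reporter cells treated with compound titration plus EC10 NKH 477 (water-soluble forskolin), incubated 3 h at 37 °C; CCF4 loading 2 h at room temperature, 460/530 nm emission ratio read, AC50 values derived for positive or negative modulators.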
Hsp90 Hop PPI: changes Hsp90-Hop TPR2A binding signal, up or down. AlphaScreen TPR2A-His6 binding biotin-Hsp90 C-terminal peptide. Potency, µM (doses to about 57 µM), for the others: at the highest dose activity change, negative = inhibition. 0.44% of 71,000 active. AID 595; active means well fitted curve in either direction with a large enough effect; inconclusive means small, poorly fitted or top-dose-only effect, or another doubt; further: potency means the concentration at half of the fitted maximal effect; on the % scale 0 is the no-effect control and ±100 the full control effect; many of its hits are not listed in these tables
HADH2 inh: inhibitors of human HADH2 dehydrogenase; Q99714; recombinant HADH2, NADH fluorescence, beta-hydroxybutyryl-CoA; Potency, µM (titrated, usually from 57.1 µM), without a hit: at the top dose activity change, negative = inhibition, most hits filed as inhibitors; 3.4% of 73,000 active; AID 886; further: potency means the concentration at half of the fitted maximal effect; on the % scale 0 is the no-effect control and ±100 the full control effect; nearly all actives have a fitted effect of over 60% in size; many of its hits are not listed in these tables
Target sequence (Q99714 whole entry, looked up, one chain of several): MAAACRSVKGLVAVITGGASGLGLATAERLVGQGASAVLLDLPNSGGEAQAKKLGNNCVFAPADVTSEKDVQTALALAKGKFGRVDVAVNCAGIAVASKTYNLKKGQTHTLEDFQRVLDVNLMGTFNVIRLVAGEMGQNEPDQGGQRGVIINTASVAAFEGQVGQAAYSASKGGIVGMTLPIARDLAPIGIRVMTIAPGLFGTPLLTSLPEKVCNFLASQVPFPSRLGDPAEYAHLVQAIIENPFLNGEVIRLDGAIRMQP
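NADH fluorescence (ex 360/em 450 nm) read every 30 s for 4 min; activity taken as last-minus-first time point difference. Enzyme 20 nM, NAD+ 1 mM, beta-hydroxybutyryl-CoA 90 uM, pH 9.0 Tris buffer.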
UbGFP stabilizer: proteasome inhibitors stabilizing ubiquitin-GFP reporter. Ubiquitin-GFP reporter cells, proteasome inhibition, GFP fluorescence; response scale: untreated = 0%, 10 µM MG-132 = 100%. Potency, µM (highest dose often 45.9 µM), without a hit: at the highest dose activation (GFP accumulation), actives largely listed as activators. 67,000 tested, under 10 active; active means well fitted activation curve with a large enough effect, not every such curve was filed as active; inconclusive means small, poorly fitted or top-dose-only effect, or another doubt; inactive means no such curve, though single readings can be large or run the other way; further: potency means the concentration at half of the fitted maximal effect
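GFP accumulation read-out: laser plate cytometry counting ubiquitin(G76V)-GFP-expressing U2OS cells after 4 hr compound exposure at 37 °C. Titrations spanned 46 uM to 2.9 nM; 0% = basal, 100% = 10 uM MG-132; concentration-response curves fitted.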
15-hLO inh: 15-hLO (ALOX15) enzyme inhibition; P16050; purified 15hLO-1, xylenol orange hydroperoxide absorbance; Potency, µM (titrated, usually from 57.1 µM), for the others: at the top dose activity change, negative = inhibition, usual class: inhibitors; 1.4% of 74,000 active; AID 887; further: potency means the concentration at half of the fitted maximal effect; on the % scale 0 is the no-effect control and ±100 the full control effect; nearly all actives have a fitted effect of over 55% in size
Target sequence (P16050 whole entry, looked up): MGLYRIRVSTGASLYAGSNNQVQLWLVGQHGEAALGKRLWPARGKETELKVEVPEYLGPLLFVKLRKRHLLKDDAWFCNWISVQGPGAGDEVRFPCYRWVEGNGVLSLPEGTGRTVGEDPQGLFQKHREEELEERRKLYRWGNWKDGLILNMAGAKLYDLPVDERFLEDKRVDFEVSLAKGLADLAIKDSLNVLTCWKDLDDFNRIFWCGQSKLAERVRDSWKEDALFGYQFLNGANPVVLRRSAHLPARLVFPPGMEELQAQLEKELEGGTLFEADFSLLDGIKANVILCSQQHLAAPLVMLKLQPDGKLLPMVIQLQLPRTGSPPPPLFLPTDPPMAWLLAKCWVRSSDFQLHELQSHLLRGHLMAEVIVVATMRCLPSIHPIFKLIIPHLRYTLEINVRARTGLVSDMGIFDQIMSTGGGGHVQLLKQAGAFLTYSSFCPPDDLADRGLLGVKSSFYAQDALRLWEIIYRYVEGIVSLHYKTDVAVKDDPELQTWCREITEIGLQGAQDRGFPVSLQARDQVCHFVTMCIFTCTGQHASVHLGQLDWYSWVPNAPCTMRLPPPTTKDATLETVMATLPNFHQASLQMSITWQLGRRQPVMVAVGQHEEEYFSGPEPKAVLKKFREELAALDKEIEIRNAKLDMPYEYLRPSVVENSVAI
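Hydroperoxide formed from arachidonic acid (50 uM) by purified human 15hLO-1 (40 nM) oxidizes ferrous iron, and the ferric-xylenol orange complex is read at 573 versus 405 nm. Compounds were preincubated 15 min; reaction ran 6 min at room temperature.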
Starred values were filed as active, the others as inactive; u = inconclusive; x = not tested or not shown; [ ] = remark or other dose. Unless noted, the call rests on the fitted dose curve; in most records, active means well fitted curve in the direction sought with a large enough effect; inconclusive means small, poorly fitted or top-dose-only effect, or another doubt; inactive means no such curve, though single readings can be large; an effect the other way counts as inactive or inconclusive. Only part of the results is shown; rates above refer to the full screens.

Structure	Hsp90 Hop PPI	HADH2 inh	ERK AVP block	GFP derepression	DNA Pol III inh	UbGFP stabilizer	Tau fil binding	CRE Fsk mod	HBB splice mod	FLuc inh	15-hLO inh
Cc1ccc(C(=O)[C@@H]2[C@@H]3[C@@H](C(=O)[C@@H]4OC[C@H]3O4)[C@@H]3C=Cc4ccccc4N23)cc1	u	u	x	-2%[9.22 µM]	-3%	0%	32µM*	u	x	-2%[11.4 µM]	x
O=C(Nc1nnc(CCc2ccccc2)s1)c1ccco1	0%	-10%	14%	-2%	-2%	12%	26%	4%	-1.2%[9.22 µM]	-1%	5%
COc1ccc(O)c(C=Nc2cc(C)on2)c1	-1%	-6%	-6%	0%	-3%	-1%	-20%	-2%	1.9%	-3%	7%
COc1ccc(C2C(C(=O)NCc3ccco3)CCC(=O)N2c2ccc(OC)cc2)cc1 (centres undefined)	-3%	9%	8%	-1%	-7%	7%	6%	u	-1.6%	3%	0%
COc1ccc(C(=O)N2CCC3(CCN(C(=O)Nc4cccc(C#N)c4)CC3)CC2)cc1	0%	6%	u	12%[9.22 µM]	-1%	-3%	0%	u	1.8%	-4%[11.4 µM]	-6%
CCOC(=O)c1ccc(NS(=O)(=O)c2cc(-c3nnnn3CC)ccc2OC)cc1	-1%	4%	-8%	0%	2%	-7%	12%	7%	-7.7%	-6%	-3%
COc1ccc(C(=O)NCCn2ccc3ccccc32)c(OC)c1	-2%	3%	3%	3%	-1%	7%	2%	-3%	-0.7%	-1%	6%
C=CCn1c(SCC(=O)Nc2cc(C)ccc2C)nnc1-c1cnccn1	-5%	5%	-7%	6%	-5%	x	-10%	u	3.0%[0.369 µM]	2%	-8%
O=S(=O)(NCc1cn2ccccc2n1)c1cc(F)ccc1F	-5%	-1%	9%	-1%	-4%	0%	5%	-6%	0.3%	0%	4%
CC1Cc2ccccc2N1C(=O)CSc1nnc(-c2ccc(S(=O)(=O)N3CCCC3)cc2)o1 (centres undefined)	0%	-2%	5%	0%	1%	-3%	6%	-2%	3.3%	2%	u
O=C(O)[C@@H]1CS[C@@]2(CCCN(Cc3ccccc3)C2)N1	0%[11 µM]	u	9%[11.5 µM]	0%[9.22 µM]	-7%[11.4 µM]	-7%[9.17 µM]	4%[11.4 µM]	10%[7.6 µM]	-0.5%[9.22 µM]	3%[11.4 µM]	1%[11.4 µM]
COC(=O)c1c(-c2cccs2)csc1NC(=O)CN1CCOCC1	2%	-6%	u	-2%	5%	5%	25%	3.2µM*	-1.1%	-2%	-6%
CN(CC(=O)O)Cc1c[nH]c2ccccc12	-2%[11 µM]	-1%[11.4 µM]	9%[11.5 µM]	7%[9.22 µM]	-12%[11.4 µM]	-5%[9.17 µM]	-2%[11.4 µM]	-17%[7.6 µM]	0.6%[9.22 µM]	0%[11.4 µM]	-1%[11.4 µM]
CCC(=O)N1CCc2cc(Br)cc(S(=O)(=O)CCC(=O)NCC3CCCO3)c21 (centres undefined)	-3%	3%	16%	2%	-5%	10%	-2%	4%	-0.5%	3%	15%
COCCCNC(=O)CCc1nc2cccnc2n1Cc1ccc(OC)cc1	0%	-1%	-13%	-2%	2%	10%	-5%	u	1.6%[1.84 µM]	4%	4%
CCOC(=S)SCC(=O)O	-2%[11 µM]	-2%[11.4 µM]	1%[11.5 µM]	-3%[9.22 µM]	-11%[11.4 µM]	-1%[9.17 µM]	6%[11.4 µM]	2%[7.6 µM]	0.6%[9.22 µM]	4%[11.4 µM]	7%[11.4 µM]
CCOc1ccccc1-c1nc(-c2ccc(NC(=O)Cc3ccccc3OC)cc2)no1	3%	61%[activator]	-13%	0%	0%	-11%	131%	19%	3.6%	2%	-13%
Cc1ccc(C)c(-c2nnc(OCC(=O)Nc3cc(C)on3)c3ccccc23)c1	-8%	6%	6%	-1%	2%	6%	19%	u	0.0%[57.5 µM]	-1%	-8%
Cc1nc2cc(CO)ccc2s1	-3%	u	4%	0%	-3%	-1%	-8%	5%	-0.3%	-35%	-1%
CCOc1ccccc1NC(=O)C1CCCN(S(=O)(=O)c2cccc3nsnc23)C1 (centres undefined)	u	6%	21%	-3%	-9%	0%	u	-16%	-1.2%	0%	-16%
Cc1ccc2cccc(S(=O)(=O)Nc3c(C)n(C)n(-c4ccccc4)c3=O)c2n1	-4%	2%	-15%	-3%	-3%	-5%	18%	6%	1.4%	2%	3%
Brc1ccc(-c2nnc(-c3ccccc3Br)o2)cc1	20%	4%	-2%	-2%	1%	1%	150%	16%	-1.0%[9.22 µM]	4µM*	-16%
CCOC(=O)c1cc(C)n(-c2c(C)n(C)n(-c3ccccc3)c2=O)c1C	2%	0%	17%	0%	-5%	15%	-9%	u	-0.3%	-3%	2%
CCC(=O)N1CCN(CCN=CC2=C(O)CC(C)(C)CC2=O)CC1	-4%	-1%	-10%	-2%	1%	-13%	-11%	7%	-1.6%	3%	4%
CCOc1ccc(C2=CS/C(=C(\C#N)c3nnc4n3CCCCC4)N2CC)cc1	-14%	-7%	-15%	-1%	-3%	-3%	6%	u	-0.2%[57.5 µM]	-1%	-13%

The list goes on.
Structure	Hsp90 Hop PPI	HADH2 inh	ERK AVP block	GFP derepression	DNA Pol III inh	UbGFP stabilizer	Tau fil binding	CRE Fsk mod	HBB splice mod	FLuc inh	15-hLO inh
N#C/C(=C\C1CC=CCC1)c1nc2ccccc2[nH]1 (centres undefined)	0%	-18%	21%	-1%	-6%	4%	0%	25%	x	-11%	-14%
CC1(C)CC(=O)C2=C(C1)NC(SCC(=O)Nc1ccccc1)=C(C#N)C2c1ccco1 (centres undefined)	26%	0%	-10%	-5%	6%	1%	13µM*	13µM*	-0.8%	-11%	-10%
O=C(OCC(=O)N1CCCC1)c1ccccc1OCc1ccccc1	1%	-6%	3%	0%	-2%	-3%	-8%	u	0.5%	-21%	-4%
Clc1ccccc1-c1nc(NCc2cccnc2)c2ccccc2n1	-2%	4%	u	2%[9.22 µM]	0%	-6%	-11%	u	1.4%	0%[2.29 µM]	-4%
CN(c1ccc(C(=O)NCc2ccncc2)cc1)S(C)(=O)=O	-3%	8%	0%	0%	0%	8%	-5%	-2%	0.6%	-5%	-3%
Oc1ccc(-c2nc3ncccn3c2Nc2ccc3c(c2)OCCO3)cc1	u	7%	u	0%	-4%	2%	15%	-19%	-1.3%	-16%	u
COC(=O)[C@@]1(Cc2ccc(OC)cc2)[C@H]2c3cc(C(=O)N(C)C)n(Cc4ccc(OC(F)(F)F)cc4)c3C[C@H]2CN1C(=O)c1ccccc1	-8%	11%	17%	x	-12%	x	-1%	11%	-2.6%	x	x
Cn1cccc1C(=O)NS(=O)(=O)c1ccccc1Cl	-3%	-9%	-8%	0%	-6%	5%	10%	9%	4.0%	2%	4%
O=C(Cn1nnc2ccccc2c1=O)NC1CCCc2ccccc21 (centres undefined)	-3%	17%	-8%	-1%	-2%	3%	-2%	u	-0.5%	2%	-15%
Cc1cccc(N(Cc2nnc3n2CCCCC3)C(=O)Nc2ccccc2)c1	-3%	7%	2%	6%	-2%	0%	30%	-9%	-0.5%	-4%	3%
C[N+](C)([O-])Cc1cc(-c2ccccc2)ccc1O	-1%[11 µM]	-5%[11.4 µM]	-3%[11.5 µM]	-2%[9.22 µM]	-3%[11.4 µM]	1%[9.17 µM]	3%[11.4 µM]	1%[7.6 µM]	3.7%[9.22 µM]	0%[11.4 µM]	13%[11.4 µM]
CC(C)=C1C(=O)C(c2ccccc2)=C2CN3C(=O)N(CCc4ccccc4)C(=O)[C@]3(C)[C@H]21	-3%	7%	-3%	x	-19%	x	-2%	-15%	-1.4%	x	x
COC(=O)c1ccccc1NC(=O)NC1CCN(Cc2ccccc2)CC1	1%	-6%	5%	8%	-5%	7%	4%	1%	0.3%	2%	-6%
CCOC(=O)CC(=O)Nc1nnc(CC(C)C)s1	-1%	5%	2%	0%	-1%	x	10%	5%	3.3%[0.369 µM]	-1%	5%
CN1CCN(Cc2nc3c(c(=O)n(C)c(=O)n3C)n2CCc2ccccc2)CC1	0%	-6%	x	x	-1%	-1%	2%	u	0.0%	0%	51%[activator]
